# WT yeast gro inh: growth inhibition of WT yeast, mitochondrial fusion screen. mitochondrial fusion phenotypic screen, WT strain. AID 1362. inhibition, % at 10 µM. 190,000 tested, 2.1% active; in the data active = inhibition above about 58%; tested in S. cerevisiae
# bCat nuc transl: alters nuclear translocation of beta-catenin in HeLa cells. immunofluorescence imaging. nuclear translocation activity, % at 5 µM. 190,000 tested, 0.3% active. AID 1665;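 active = nuclear translocation activity above 50% at 5 µM, with a well cell count of 50 or more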;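 also: per-cell ratio of nuclear to cytoplasmic median beta-catenin stain intensity; plate controls were DMSO negative control for no effect and GSK-3 inhibitor IX positive control for full effect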
#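 System: Human HeLa cells, endogenous beta-catenin | Compound dosing: 5 µM primary, 0.02–20 µM confirmation | Timing: 24 h compound exposure at 37°C, 5% CO2 | Measured by: Fluorescence imaging of beta-catenin antibody stain plus DAPI | Read-out basis: % activation of per-cell nuclear versus cytoplasmic median beta-catenin signal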
# MT stabilizer: microtubule stabilizers in HeLa cells. HeLa tubulin immunostaining HCS, 24 h; share of cells brighter than vehicle mean+2SD. % tubulin-high responders, % at 10 µM. 200,000 tested, 0.83% active. AID 2205;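 active = plate Z-score above 3 for both tubulin-high and condensed-nucleus cell shares, with cell loss under 80%, at 10 µM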;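 also: anti alpha tubulin signal scored within the nucleus-defined area of each cell; some results filed as inactive read as strong as hits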
# Lipid droplet: hepatic lipid droplet formation modulation; 240,000 tested, 0.4% active; AML12 mouse hepatocytes, oleate lipid droplets, BODIPY imaging; inhibition, % at 6.5 µM;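 active = lipid droplet intensity inhibited by at least 50%, with more than 500 cells counted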
#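 Assay system: AML12 mouse liver cells | Compound: 6.5 µM single-point dosing | Schedule: Overnight exposure | Technique: Fluorescence imaging, 20x objective, two fields per well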
# Dynein transport: dynein cargo transport inhibition. 3617.4 mouse cells, GR-EGFP nuclear translocation imaging; test concentration mostly 20 µM; stimulated with dexamethasone, 1 µM; active compounds read low. z-score, hits read low. 220,000 tested, 0.47% active;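 active = plate z-score of nuclear minus cytoplasmic receptor signal below a set negative limit, without overly bright fluorescence or cell loss, cut at about -3.5 in these data, passing the limit was not always enough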;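 also: z-score of nuclear minus cytoplasmic ring GR-EGFP intensity difference per well; some compounds called inactive have numbers as strong as hits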
#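 Buffer or medium: tet-free, stripped-serum medium; Also added: dexamethasone, 1.0 µM final; Technique: high-content fluorescence imaging after fixation; Times: 48 h induction, 1 h compound, 30 min dex at 37 °C; Read-out: per-cell GR-EGFP intensity, nucleus versus surrounding cytoplasmic ring, well-averaged.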
# Insulin prom up: MIN6 insulin promoter up-regulation | MIN6 insulin promoter-GFP reporter, high-content imaging; active compounds read high | z-score at 5 µM | 190,000 tested, 0.3% active | AID 1625;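 active = z-score above 3 at 5 µM with at least 500 cells counted in the well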
# Autophagy HCS: autophagy modulation, high-content screen. MEF GFP-LC3 puncta imaging; test concentration mostly 10 µM. calls only at 10 µM (by protocol). 190,000 tested, 0.98% active;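 active = percentage of spot-positive cells more than 3 SD above its plate mean, without a fluorescence outlier flag or 80% toxicity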;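 also: spot-positive cell cutoff set from DMSO-treated cells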
# ER stress rescue: rescue of cells from ER stress-induced death, primary screen, 384-well, CSM14.1, thapsigargin, ATP luminescence (AID 1222). CSM14.1 thapsigargin-induced death rescue, ATP luminescence; higher % means a stronger effect. one-dose cellular ATP content (survival), % at 20 µM; EC50 in µM for titrated hits. 190,000 tested, under 10 active;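 active = EC50 below 50 µM in the dose-response confirmation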;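 also: death triggered by thapsigargin at about 15 µM added after 2 h compound pretreatment; cell ATP read after overnight thapsigargin exposure of roughly 18 to 22 hours; normalized against plate controls of thapsigargin alone and 5% DMSO vehicle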
# XIAP displacement: XIAP antagonists, biochemical, IAP family, fluorescence polarization (AID 1018); XIAP BIR domain, fluorescence polarization peptide displacement; higher % means a stronger effect; 200,000 tested, 0.007% active; displacement, % at 20 µM, or IC50 in µM where a hit was titrated; in the data active = displacement above about 50%; also: a part of the inactive calls stands beside numbers as strong as those of hits
# WT yeast gro inh mutant strain: also measured in WT yeast gro inh; calls as there; inhibition, %; mitochondrial fusion phenotypic screen, mutant strain inhibition
# Dynein transport cytoplasmic EGFP: second read-out of Dynein transport, no call of its own (marks repeat the call); z-score; measured here: cytoplasmic GR-EGFP intensity; active compounds read high
# Dynein transport nuclear GR-EGFP: further read-out of Dynein transport, marked with its call; z-score; measured here: nuclear GR-EGFP intensity;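 lower value marks the stronger effect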
# Dynein transport cell count: further read-out of Dynein transport, marked with its call; z-score; measured here: cell count per field
# Insulin prom up cell count: recorded beside Insulin prom up, whose call it bears; cell count; measured here: cytotoxicity, nuclei count;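 total cells summed across four imaged fields per well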
# Lipid droplet cells 6.5 µM: also measured in Lipid droplet; calls as there; cell count; measured here: cell count, cytotoxicity flag;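 cells counted across two imaged fields per well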
# bCat nuc transl cell count 5 µM: recorded beside bCat nuc transl, whose call it bears; cell count; measured here: cell count, cytotoxicity flag
# MT stabilizer Hoechst-high %: recorded beside MT stabilizer, whose call it bears; % Hoechst-high responders; measured here: nuclear condensation Hoechst responders;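 share of cells brighter than vehicle mean plus two SD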
# MT stabilizer cytotoxicity %: recorded beside MT stabilizer, whose call it bears; toxicity, %; measured here: cytotoxicity by cell density;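 0% = mean cell density of plate MIN control wells and 100% = no cells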
# Autophagy HCS cell loss 18 h: further read-out of Autophagy HCS, marked with its call; toxicity, %; measured here: cell loss, nuclei count;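 cell loss after 18 h compound exposure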
# * marks the source's active call; other numbers are inactive results; i = inactive; nt = not tested or not shown. Rows were taken by chance, and some 4% of all compounds hit somewhere here.
no.	canonical_smiles	WT yeast gro inh	WT yeast gro inh mutant strain	bCat nuc transl	bCat nuc transl cell count 5 µM	MT stabilizer	MT stabilizer Hoechst-high %	MT stabilizer cytotoxicity %	Lipid droplet	Lipid droplet cells 6.5 µM	Dynein transport	Dynein transport cytoplasmic EGFP	Dynein transport nuclear GR-EGFP	Dynein transport cell count	Insulin prom up	Insulin prom up cell count	Autophagy HCS	Autophagy HCS cell loss 18 h	ER stress rescue	XIAP displacement
1	COc1ccc(CCNC(=O)Cn2cc(C(F)(F)F)cc(Cl)c2=O)cc1OC	-16	-3	-1.3	1039	2.9	1.9	5.1	0	688	-0.55	-0.13	-0.2	0.64	-0.12	1415	i	7	-3.5%	-5.1%
2	COc1cc(/C=N/NC(=S)NC2CC3C=CC2C3)cc(OC)c1OC (stereo not drawn)	nt	nt	-4.2	1213	nt	nt	nt	-18	740	-1	-0.26	-0.77	1.2	-0.62	1380	nt	nt	nt	nt
3	O=C(CC(=O)NC1CCCCC1)N/N=C/c1ccccc1F	-8	3	-1.2	1170	4.2	2.3	10	0	567	1.1	-0.33	0.84	0.47	-0.7	1500	i	-8	-1.1%	-0.9%
4	Cc1ccc2oc(/N=C(\N)NC(=O)C3CC3)nc2c1	nt	nt	2.8	1028	nt	nt	nt	-9	696	0.19	0.16	0.082	-0.61	0.13	1422	nt	nt	nt	nt
5	COc1ccc(/C=N/NC(=O)c2cccnc2)cc1COc1ccc([N+](=O)[O-])cc1	nt	nt	6.5	1312	nt	nt	nt	-2	729	0.045	-0.27	0.1	-0.12	-0.12	954	nt	nt	nt	nt
6	Cc1occc1C(=O)Nc1nnc(-c2ccncc2)s1	-1	1	2.2	1107	4.2	2.4	0.0	0	742	-0.94	0.021	-0.1	0.44	-0.62	1304	i	-3	0.1%	-2.7%
7	N#CC1=C(N)SC(N)=C(C#N)C1C1C=CCCC1 (stereo not drawn)	0	-5	0.0	1106	3.2	2.2	5.2	2	747	-0.46	-0.033	-0.08	-0.56	0.9	1031	i	8	-2.1%	-8.5%
8	CC(=O)NN1C(=O)/C(=C\c2ccc(Cl)cc2)SC1=S	-2	-10	0.2	1497	2.2	2.4	3.4	20	713	1.5	-0.064	1.2	-1.7	-0.56	1569	i	17	2.6%	1.0%
9	Cc1cccn2c(=O)c(C=O)c(N3CCN(c4ccc(F)cc4)CC3)nc12	15	7	0.3	962	4.8	3.8	7.1	5	694	-0.85	-0.29	0.077	0.16	-0.2	1631	i	17	-0.6%	-0.7%
10	COc1ccc(S(=O)(=O)N2CCCC(C(=O)NCc3ccc4c(c3)OCO4)C2)cc1 (stereo not drawn)	nt	nt	-0.1	1295	nt	nt	nt	-12	667	0.06	-0.21	0.54	-0.54	-1.5	1010	nt	nt	nt	nt
11	CC[N+](C)(C)CCN(Cc1ccc(Cl)cc1)c1ccccn1	-1	7	-1.7	1198	2.0	1.4	8.2	-12	775	-0.79	-0.028	-0.17	0.4	nt	nt	i	-6	-2.8%	-1.1%
12	Cc1ccc(-n2c(SCC(=O)NCC3CCCO3)nc3c(c2=O)SCC3)cc1 (stereo not drawn)	9	4	nt	nt	2.8	2.3	5.2	-1	719	-0.71	-0.2	0.065	0.72	0.33	1232	i	0	-3.2%	1.6%
13	COc1ccc2c(c1)CCc1c(C(=O)Nc3ccn(Cc4ccc(C)cc4)n3)noc1-2	-8	-15	2.8	1400	3.5	3.2	8.1	nt	nt	-0.15	0.39	0.18	-0.38	-0.85	993	i	18	-2.1%	-11%
14	CC(C)(C)C(=O)Nc1cccc(-c2nnc(-c3cccc(NC(=O)C(C)(C)C)c3)o2)c1	6	21	1.7	1160	4.5	3.6	0.8	21	753	0.53	-0.26	0.25	-0.46	nt	nt	i	1	-1.1%	-7.0%
15	COc1ccccc1CN(Cc1nc2ccccc2c(=O)[nH]1)C(=O)Nc1ccc(C)cc1	nt	nt	-0.5	1076	2.3	1.1	4.0	-32	776	0.84	0.22	1.1	-1.6	0.33	866	i	2	-3.4%	-0.8%
16	O=C(c1ccccc1Cl)N1CCc2ccccc2C1	-11	-20	-1.1	1177	2.6	1.5	7.0	24	750	-0.77	-0.2	-0.77	1	0.1	1183	i	-6	2.7%	-12%
17	NNC(=O)COc1ccccc1[N+](=O)[O-]	-8	-10	-2.3	1101	3.0	2.2	7.4	0	695	-0.67	-0.26	-0.18	0.038	-0.02	1455	i	-6	0.9%	-8.4%
18	COc1cccc2c(=O)n(CC(=O)N3CCCCC3)ccc12	-11	4	4.2	1066	2.3	4.2	4.5	3	666	-0.22	-0.27	-0.13	0.33	-0.79	1662	i	0	nt	0.2%
19	CCOC(=O)c1c(/N=C/c2cccc([N+](=O)[O-])c2O)sc2c1CCC2	nt	nt	1.5	1159	nt	nt	nt	-4	738	-0.32	-0.16	-0.21	0.34	0.38	1346	nt	nt	nt	nt
20	COC(=O)C1C(O)=C(C=Nc2ccccc2)C(=O)CC1(C)C (stereo not drawn)	7	5	-2.8	1113	4.5	1.5	4.6	12	695	-1.3	-0.27	-0.66	1.1	0.25	1286	i	10	nt	-2.4%
21	Cn1nnnc1SCC(=O)Nc1ccccc1Cc1ccccc1	4	-1	-3.9	1015	2.8	2.4	7.0	nt	nt	-0.37	-0.27	-0.042	0.33	0.11	1240	i	3	1.3%	-1.5%
22	Cc1cc(OC(C)C)c2c(-c3ccccc3)cc(=O)oc2c1	-7	-2	2.3	1035	2.6	2.2	6.8	2	720	0.32	-0.089	0.51	0.98	0.56	860	i	1	1.4%	-24%
23	COc1ccc(C(=O)Cc2cc(OC)c(OC)cc2[N+](=O)[O-])cc1	7	8	-1.5	1361	2.3	1.6	0.9	nt	nt	0.28	-0.12	0.72	-0.37	0.55	1565	i	-25	-2.4%	-2.3%
24	C=CCOC(=O)COc1ccc2c(C)c(C)c(=O)oc2c1C	3	-1	-0.6	1202	3.4	1.4	3.8	4	740	1.2	-0.24	1.1	-0.054	nt	nt	i	-6	-2.2%	-3.2%
25	Cc1c(-c2ccc(F)cc2)nc(N)c(C#N)c1-c1cccs1	16	13	0.2	1398	1.7	2.2	6.6	nt	nt	0.75	-0.24	-0.65	0.15	-0.06	1543	i	-1	2.4%	-6.7%
26	Cc1cccc(Nc2nccc(N(C)C)c2C#N)c1	-2	-2	-1.3	1187	4.7	2.3	1.6	-2	653	-0.95	-0.32	-0.38	1.3	0.27	1434	i	14	-1.3%	-5.0%
27	CC1(C)CC(CC(=O)Nc2nccs2)(c2ccccc2)CCO1 (stereo not drawn)	-1	-1	-4.1	613	3.8	3.0	8.8	13	776	-0.92	-0.12	-0.53	-0.22	-0.07	1395	i	10	4.4%	-3.1%
28	COc1cccc(Cn2c(C3CC3)nc3ccc(NC(=O)c4ccco4)cc3c2=O)c1	-17	-22	2.0	1148	2.2	1.2	3.2	2	811	0.59	-0.17	0.32	-0.85	0.11	1247	i	-7	-5.2%	-2.0%
29	COC(=O)CNC(=O)C(Cc1c[nH]c2ccccc12)NC(=O)Oc1ccccc1 (stereo not drawn)	nt	nt	1.0	1266	nt	nt	nt	-1	687	-0.54	-0.2	0.13	0.69	-0.24	1112	nt	nt	nt	nt
30	CCN1CCN(CC(=O)c2c[nH]c3ccc(C)cc23)CC1	1	0	-0.3	1233	1.8	1.5	5.1	-2	809	-0.84	-0.081	-0.32	1.2	-1.1	891	i	0	-2.7%	-2.0%
31	CCCC(=O)Nc1ccc(C(=O)NN=C(C2CC2)C2CC2)cc1	-6	-7	-0.1	526	3.6	2.8	7.0	-2	711	-0.6	-0.32	-0.52	0.24	0.33	1114	i	-1	0.2%	-9.3%
32	CC1SCC(NC(=O)c2ccccc2Cl)CS1 (stereo not drawn)	nt	nt	-0.1	1253	nt	nt	nt	-4	684	-0.54	0.061	-0.15	0.084	0.32	1102	nt	nt	nt	nt
33	Cc1ccc(N2C(=O)N(CC(=O)N3CCCc4ccccc43)C(=O)C2C)cc1 (stereo not drawn)	35	-4	-2.5	1324	2.7	1.9	4.1	nt	nt	0.19	-0.18	-0.53	0.023	0.78	1437	i	-4	-0.9%	-3.1%
34	Cn1cnnc1-c1cccc(NC(=O)c2cc(F)c(F)cc2Cl)c1	-50	16	0.2	1491	1.8	2.2	3.1	-1	732	-1.5	-0.21	-0.9	0.93	nt	nt	i	-4	0.5%	-3.4%
35	Cc1ccc(Nc2nc(N3CCOCC3)c3ccccc3n2)cc1	45	48	0.1	1147	5.8	3.4	9.7	nt	nt	2.2	-0.19	1.3	-1.7	-3.6	875	i	5	0.1%	-2.6%
36	COC(=O)c1ccccc1NC(=S)NC(=O)c1ccccc1F	9	-2	-6.4	559	3.5	2.1	3.6	30	674	0.27	-0.16	0.28	0.28	0.16	1108	i	2	-0.6%	-4.5%

# A few values from the entries so far:
# In WT yeast gro inh, `Cc1ccc(Nc2nc(N3CCOCC3)c3ccccc3n2)cc1` has the entry 45
# In ER stress rescue, `COC(=O)c1ccccc1NC(=S)NC(=O)c1ccccc1F` has the entry -0.6%

# Assay outcomes as filed in PubChem.
